# Compound activity as filed in PubChem.
# SMN2 splice up = SMN2 splice variant enhancement; HEK293 SMN2-luciferase splicing reporter, luminescence, 30-36 h; Potency, µM (doses to about 46.1 µM), without a hit: top-dose activity change, positive = activation, most hits filed as activators; 2.8% of 210,000 active; further: % of control where 0% means no effect; nearly all actives have a fitted effect of over 55% in size
#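 HEK293 cells carry an SMN2 […]–luciferase reporter in which exon 7 inclusion puts luciferase in frame. Cells were plated 10-12 h before compound addition, then incubated 30-36 h at 37C. ONE-Glo luminescence was read; sodium butyrate at 4.5 mM final served as control.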
# HTT cytoprotect = Huntington cell model cytoprotection by ATP luminescence. Potency, µM (highest dose often 56.4 µM), without a hit: cytoprotection (ATP increase), usual class: activators. 0.14% of 230,000 active. PC12 HTT-Q103 induced, cytoprotection, ATP luminescence, 40 h;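 further: % of control where 0% means no effect; nearly all actives have a fitted effect of over 45% in size; toxic huntingtin expression switched on by the ecdysone agonist tebufenozide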
#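 Huntington model: PC12 line, ecdysone-inducible HTTQ103 exon1–GFP, tebufenozide 100 nM. Test articles in a dose series. Endpoint luminescence from cellular ATP.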
# HTT aggregate = reduces HttQ103-GFP aggregates in PC12 cells; AID 1688; PC12 HttQ103-GFP aggregates, Acumen cytometry, 40 h; Potency, µM (top dose mostly 46.1 µM), without a hit: at the highest dose activity change, negative = inhibition, usual class: inhibitors; 1.1% of 220,000 active; further: on the % scale 0 is the no-effect control and ±100 the full control effect; nearly all actives have a fitted effect of over 60% in size
#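 Using laser scanning cytometry, GFP-positive aggregates were counted after lysis of PC12 cells induced with 100 nM tebufenozide to express HTT exon 1 Q103–GFP. Compounds were tested in titration.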
# ALDH1A1 block = blocks purified human ALDH1A1 activity | Purified ALDH1A1, NADH fluorescence, propionaldehyde substrate | P00352 | Potency, µM (highest dose often 75.3 µM), for inactives: top-dose activity, negative = inhibition, hits mostly inhibitors | 7.3% of 220,000 active; active means well fitted inhibition curve with a large enough effect, not every such curve was filed as active; inconclusive means small, poorly fitted or top-dose-only effect, or another doubt; inactive means no such curve, though single readings can be large or run the other way;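 further: plate controls were no enzyme wells and a reference inhibitor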
# Target sequence (P00352 whole entry, looked up): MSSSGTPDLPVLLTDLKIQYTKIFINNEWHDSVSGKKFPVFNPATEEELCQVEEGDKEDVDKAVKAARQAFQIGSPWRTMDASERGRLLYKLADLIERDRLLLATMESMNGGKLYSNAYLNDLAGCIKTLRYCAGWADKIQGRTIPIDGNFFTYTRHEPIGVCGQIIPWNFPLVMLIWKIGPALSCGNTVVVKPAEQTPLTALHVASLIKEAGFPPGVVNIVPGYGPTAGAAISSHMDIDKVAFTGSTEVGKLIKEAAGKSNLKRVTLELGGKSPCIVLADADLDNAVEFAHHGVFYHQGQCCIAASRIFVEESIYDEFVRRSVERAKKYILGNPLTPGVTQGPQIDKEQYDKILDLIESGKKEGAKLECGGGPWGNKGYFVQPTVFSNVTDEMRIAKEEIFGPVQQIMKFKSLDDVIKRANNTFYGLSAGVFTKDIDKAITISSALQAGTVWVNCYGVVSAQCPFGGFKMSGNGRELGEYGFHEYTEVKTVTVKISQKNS
# Tau ThT inhib = inhibitors of human tau fibril formation, thioflavin T binding | recombinant tau K18 P301L, heparin-induced fibrillization, ThT fluorescence | Potency, µM (highest dose often 57.4 µM), inactives show at the top dose activity, negative = inhibition, most hits filed as inhibitors | 2.1% of 270,000 active; further: on the % scale 0 is the no-effect control and ±100 the full control effect; nearly all actives have a fitted effect of over 55% in size
# Target sequence (P10636 561-689 P618L limits assumed): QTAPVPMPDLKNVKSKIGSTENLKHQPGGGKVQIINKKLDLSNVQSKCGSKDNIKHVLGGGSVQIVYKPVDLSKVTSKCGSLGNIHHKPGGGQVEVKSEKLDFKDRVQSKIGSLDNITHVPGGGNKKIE
#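 In this qHTS, human K18 P301L tau is incubated with compound and heparin for 6 hr at 37 C, and Thioflavin T fluorescence then reports fibril load.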
# JMJD2E inh = JMJD2E (human) inhibition. JMJD2E catalytic domain, FDH-coupled NADH fluorescence (FDH is formaldehyde dehydrogenase). Potency, µM (top dose mostly 57.1 µM), inactives show top-dose activity change, negative = inhibition, hits mostly inhibitors. 1.6% of 230,000 active. AID 2147; active means well fitted inhibition curve with a large enough effect, not every such curve was filed as active; inconclusive means small, poorly fitted or top-dose-only effect, or another doubt; inactive means no such curve, though single readings can be large or run the other way;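 further: 0% = wells with enzyme and -100% = buffer wells without enzyme; nearly all actives have a fitted effect of over 50% in size; many of its hits are not listed in these tables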
# Target sequence (B2RXH2 1-337 limits assumed): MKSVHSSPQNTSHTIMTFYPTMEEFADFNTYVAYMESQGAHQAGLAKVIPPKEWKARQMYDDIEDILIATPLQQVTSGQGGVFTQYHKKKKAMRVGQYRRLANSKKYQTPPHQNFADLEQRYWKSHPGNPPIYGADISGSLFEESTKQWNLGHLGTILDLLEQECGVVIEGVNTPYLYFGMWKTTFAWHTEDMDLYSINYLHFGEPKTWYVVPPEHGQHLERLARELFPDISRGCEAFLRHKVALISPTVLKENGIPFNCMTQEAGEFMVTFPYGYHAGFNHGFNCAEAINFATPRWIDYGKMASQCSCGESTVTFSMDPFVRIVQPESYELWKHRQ
# Tau fibril FP = blocks human tau fibril formation measured by polarization; P10636; K18 P301L tau heparin fibrillization, Alexa594 FP, 6 h; Potency, µM (doses to about 57.7 µM), for the others: top-dose activity, negative = inhibition, actives largely listed as inhibitors; 0.39% of 280,000 active; AID 1468; further: on the % scale 0 is the no-effect control and ±100 the full control effect; nearly all actives have a fitted effect of over 55% in size
#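 Compound effects on tau fibrillization are measured by Alexa 594 fluorescence polarization (ex 555, em 632 nm). K18 P301L tau is used at 15 uM with 0.24 uM labeled tracer, and 20 uM heparin induces aggregation over 6 hr at 37 C.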
# Tau fluor cs = counter-screen for tau fibril formation inhibitors. AID 1463. Potency, µM (top dose mostly 57.7 µM), without a hit: at the highest dose activity change, negative = decrease. tau K18 P301L (four-repeat tau fragment) Alexa594 fluorescence, heparin fibrillization. 0.93% of 280,000 active; further: on the % scale 0 is the no-effect control and ±100 the full control effect; nearly all actives have a fitted effect of over 55% in size
#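 Human K18 P301L tau (15 uM unlabeled plus 0.24 uM Alexa 594-labeled, final) in 100 mM sodium acetate pH 7 was mixed with compound and 20 uM heparin and incubated 6 hr at 37 C.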
# The depositor's hits bear a star; ? = inconclusive; / = no result given; & = joins results of further samples; [ ] = dose if it differs, or a comment. Unless noted, the call rests on the fitted dose curve; in most records, active means well fitted curve in the direction sought with a large enough effect; inconclusive means small, poorly fitted or top-dose-only effect, or another doubt; inactive means no such curve, though single readings can be large; an effect the other way counts as inactive or inconclusive. Potency means the concentration at half of the fitted maximal effect. The list is partial; the hit share may differ from the screen's.
# The opening six entries, ahead of the listing:
no.	compound	Tau fluor cs	SMN2 splice up	ALDH1A1 block	JMJD2E inh
1	N=C1C(c2nc3ccccc3s2)=C(O)CN1C1CCC(O)CC1 (stereo not given)	-14%	/	/	?
2	Cc1ccc(C)n1-c1ccc(C(=O)NN)s1	-13%	-2%	14µM*	?
3	O=C(Nc1ccc(F)cc1F)c1csc(-c2ccncc2)n1	-3%	9%	5%	-8%
4	CCCCN(c1ccccc1)S(=O)(=O)c1cccc(C(=O)O)c1	2%	16%	4%	8%
5	COc1ccc(C(=O)N2CCCCC2CCN2CCOCC2)cc1 (stereo not given)	-3%	5%	/	/
6	Nc1c(C(=O)C2CC2)sc2nc(-c3ccccc3)cc(C(F)(F)F)c12	2%	-13%	?	-8%

no.	HTT aggregate	Tau ThT inhib	HTT cytoprotect	Tau fibril FP
1	-13%[9.22 µM]	?	-4%[10 µM]	3%
2	20%	?	15%[10 µM]	8%
3	8%	-8%	3%[10 µM]	5%
4	9%	-1%	-4%	11%
5	/	-2%	/	4%
6	-29%	3%	7%[10 µM]	12%

# The list itself, from the start:
no.	compound	Tau fluor cs	SMN2 splice up	ALDH1A1 block	JMJD2E inh
1	N=C1C(c2nc3ccccc3s2)=C(O)CN1C1CCC(O)CC1 (stereo not given)	-14%	/	/	?
2	Cc1ccc(C)n1-c1ccc(C(=O)NN)s1	-13%	-2%	14µM*	?
3	O=C(Nc1ccc(F)cc1F)c1csc(-c2ccncc2)n1	-3%	9%	5%	-8%
4	CCCCN(c1ccccc1)S(=O)(=O)c1cccc(C(=O)O)c1	2%	16%	4%	8%
5	COc1ccc(C(=O)N2CCCCC2CCN2CCOCC2)cc1 (stereo not given)	-3%	5%	/	/
6	Nc1c(C(=O)C2CC2)sc2nc(-c3ccccc3)cc(C(F)(F)F)c12	2%	-13%	?	-8%
7	NC(=O)CC[C@@H]1NC(=O)[C@@H]2CCCN2C(=O)c2cc([N+](=O)[O-])cc(I)c2NCCCC[C@@H](C(=O)NC(CC(=O)O)C(N)=O)NC1=O (stereo not given in full)	-2%	7%	4%	-6%
8	COc1ccccc1OCCCn1c(=O)sc2ccccc21	-3%	18%	6%	-2%
9	CC1=NN(c2nc3ccccc3[nH]2)C(=O)C1Cc1ccccc1 (stereo not given)	-15%	/	/	?
10	O=C(Nn1c(Cc2ccccc2)nc2ccccc2c1=O)c1c(O)c2cccc3c2n(c1=O)CCC3	-1%	/	?	3%
11	O=C1C(c2[nH]c3ccc(S(=O)(=O)O)cc3c2O)=Nc2ccc(S(=O)(=O)O)cc21	-22%	/	?	/
12	COc1ccc(Cn2nnnc2C(c2cc3cc(C)ccc3[nH]c2=O)N2CCN(C)CC2)cc1 (stereo not given)	-8%[2.34 µM]	/	-10%	-9%
13	CCOc1ccc(NC(=S)Nc2ccccc2C2(C)CC2)cc1	-15%	-8%	4%	-1%
14	CCOc1ccc(-n2c(SCC(=O)NCc3ccco3)nc3ccccc3c2=O)cc1	2%	16%	-1%	?
15	Cc1cc(C)c2oc(C(=O)NCCc3ccc(S(N)(=O)=O)cc3)cc(=O)c2c1	-4%&5%	10%	/	-11%

no.	HTT aggregate	Tau ThT inhib	HTT cytoprotect	Tau fibril FP
1	-13%[9.22 µM]	?	-4%[10 µM]	3%
2	20%	?	15%[10 µM]	8%
3	8%	-8%	3%[10 µM]	5%
4	9%	-1%	-4%	11%
5	/	-2%	/	4%
6	-29%	3%	7%[10 µM]	12%
7	3%	-9%	/	-2%
8	-20%	3%	-15%	3%
9	-25%[9.22 µM]	-17%	-21%[10 µM]	3%
10	-30%[9.22 µM]	1%	-34%[10 µM]	-4%
11	/	8.9µM*	-22%	?
12	7%[9.22 µM]	-5%	-5%[10 µM]	?
13	-11%	-11%	10%[10 µM]	7%
14	1%	0%	-37%[inhibitor]	-11%
15	-4%[9.22 µM]	12%	9%[10 µM]	1%&6%

# Carrying on:
no.	compound	Tau fluor cs	SMN2 splice up	ALDH1A1 block	JMJD2E inh
16	COc1cccc(OCCOCCNCCO)c1	-15%	-15%	4%	3%
17	CCOc1ccc(NC(=O)C(=O)NCc2ccco2)cc1	-13%	6%	/	/
18	CCCNS(=O)(=O)c1ccc(OCC(=O)Nc2ccc3c(c2)OCO3)cc1	-6%	6%	?	-3%
19	CCOC(=O)c1ccc(NC(=O)Cn2cccc2)cc1	-6%	-16%	?	5%
20	O=C(CCNC(=O)c1ccccc1Cl)N/N=C\c1ccc(O)cc1	-11%	/	/	8%
21	COc1ccc(-n2c(N)c(C(=O)NCC3CCCO3)c3nc4ccccc4nc32)c(OC)c1 (stereo not given)	?	1%	?	?
22	COc1ccc(C2C(C#N)=C(/N=C/N3CCOCC3)OC3=C2C(=O)CC(C)(C)C3)cc1OC (stereo not given)	-12%	0%	20%	10%
23	CCCc1cc(=O)oc2cc(OCc3cc(OC)c(OC)c(OC)c3)c(Cl)cc12	4%	-19%	0%	2%
24	Cc1ccc(NC(=O)CN(C)S(=O)(=O)c2cccc3nsnc23)c(C)c1	-3%	-12%	/	/
25	CCC1(C)Cc2ccccc2C(=S)N1 (stereo not given)	3%	3%	0%	-3%
26	O=C(COC(=O)c1ccc(N2CCOCC2)c([N+](=O)[O-])c1)Nc1ccc2c(c1)OCO2	-21%	24%	?	3%
27	CCCN1CCN(CCCNC(=O)c2cc3c(s2)-c2ccccc2OC3)CC1	-10%	0%	/	/
28	O=C(N/N=C\c1cccc(Cl)c1)c1n[nH]c2c1CCCC2	-7%	13µM*	?	1%
29	CCC(CC)C(=O)Nc1ccc(-c2cn3cccnc3n2)cc1	-4%	14%	/	/
30	CCOC(=O)c1ccc(NC(=O)CNC(=O)c2ccccc2)cc1	-7%	-9%	5%	-3%

no.	HTT aggregate	Tau ThT inhib	HTT cytoprotect	Tau fibril FP
16	-2%	-18%	-4%	-7%
17	/	-9%	/	-11%
18	-23%[9.22 µM]	-8%	-14%[10 µM]	8%
19	2%	-6%	3%	7%
20	2%[9.22 µM]	/	0%[10 µM]	4%
21	-7%[9.22 µM]	28µM*	-72%[inhibitor]	-2%
22	-3%[9.22 µM]	-12%	16%	-4%
23	7%	2%	-10%	-1%
24	/	-3%	/	2%
25	/	-2%	/	5%
26	23%	?	/	2%
27	/	-11%	/	-8%
28	2%	-7%	19%[10 µM]	2%
29	/	-1%	/	4%
30	0%	-10%	-18%	-3%

# Next part, starting with the last 2 of the part before.
no.	compound	Tau fluor cs	SMN2 splice up	ALDH1A1 block	JMJD2E inh
29	CCC(CC)C(=O)Nc1ccc(-c2cn3cccnc3n2)cc1	-4%	14%	/	/
30	CCOC(=O)c1ccc(NC(=O)CNC(=O)c2ccccc2)cc1	-7%	-9%	5%	-3%
31	Cc1ccc(-n2cc(CN3CCCN(C=O)CC3)c(-c3ccc(F)cc3)n2)cc1	-5%	/	?	-3%
32	CC(C)n1c(-c2ccccc2F)n[nH]c1=S	-2%	-11%	-1%	0%
33	CN1C(=O)/C(=C/c2ccc3c(c2)OCO3)N=C1c1ccccc1	-11%	8%	5%	-11%
34	CCCn1c(SCC(=O)Nc2ccccc2Oc2ccccc2)n[nH]c1=O	-12%	-33%[inhibitor]	?	-3%
35	CN(C)/C=C(\C(=O)c1ccccc1)c1nnnn1-c1ccccc1	6%	/	/	-1%
36	O=C(NC1CCCCC1)N1CCC(c2nc3ccc(Cl)cc3[nH]2)CC1	3%	/	1%	8%
37	COC(=O)CSc1nnc(-c2ccc(OC)c(OC)c2)o1	-7%	1%	5%	-2%
38	COc1ccc(NC(=O)c2cc(-c3cccnc3)nc3ccc(C)cc23)cc1OC	-21%	-2%	-15%	-1%
39	Cc1cccn2c(/C=N/OCc3cccc(F)c3)c(-c3ccc(Cl)cc3)nc12	-12%	-19%	?	?
40	CCOC(=O)c1ccc2nc(C)c(CC)c(Cl)c2c1	-4%	/	?	-29%
41	O=C1C(Cl)=C(N2CCOCC2)C(=O)N1c1cccc(Cl)c1	?	22%	?	-6%
42	COc1ccc(C(=O)/C=C/Nc2ccc(S(N)(=O)=O)cc2)cc1OC	-3%	/	/	?
43	CCN1C(=O)N[C@@H](c2ccco2)C(C(C)=O)=C1C	-3%[11.6 µM]	-1%[9.22 µM]	7%[13.5 µM]	5%[11.4 µM]
44	O=C(NC(=S)Nc1cc(S(=O)(=O)N2CCOCC2)ccc1O)c1ccco1	-4%	12%	25µM*	5%
45	O=C(O)c1cnc(-c2ccccc2)nc1Oc1ccc(Cl)cc1	0%	-6%	13%	-3%
46	CN(C(=O)CSc1nnc(-c2ccco2)n1N)C1CCCCC1	-6%	2%	?	-2%
47	CCC(=O)O[C@H]1C(O[C@@H]2C(C)[C@H](O[C@H]3C[C@@](C)(OC)C(O)C(C)O3)C(C)C(=O)OC(CC)[C@@](C)(O)C(O)[C@H](C)C(=O)C(C)C[C@]2(C)O)OC(C)CC1N(C)C (stereo not given in full)	?	-13%	9%	-21%

no.	HTT aggregate	Tau ThT inhib	HTT cytoprotect	Tau fibril FP
29	/	-1%	/	4%
30	0%	-10%	-18%	-3%
31	5%[9.22 µM]	4%	19%[10 µM]	0%
32	8%	-3%	-15%	1%
33	13%	-11%	/	-4%
34	5%	-7%	4%[10 µM]	-4%
35	-6%[9.22 µM]	/	4%[10 µM]	-3%
36	-23%	4%	-13%[10 µM]	0%
37	-6%[9.22 µM]	-10%	-1%[10 µM]	-1%
38	15%	10%	-2%	10%
39	-5%	-11%	-11%	-8%
40	1%[9.22 µM]	-1%	-10%[10 µM]	-6%
41	13%	13µM*	-5%[10 µM]	28µM*
42	9%[9.22 µM]	?	2%[10 µM]	-14%
43	/	5%[11.5 µM]	-13%[10 µM]	-4%[11.6 µM]
44	17%	-6%	-1%[10 µM]	-1%
45	22%	-4%	/	1%
46	0%	-5%	-25%	-5%
47	/	?	-113%[inhibitor]	4%
